Source: PubChem
Pf Dd2 inh: blocks growth of Plasmodium falciparum Dd2 parasites; P. falciparum Dd2 growth, SYBR Green, 72 h; active compounds read low; activity change, % at 10 µM; actives 2.3% (n = 94,000); AID 1159554; in the data active = activity change below about -80%
T cruzi growth: blocks T. cruzi growth in NIH3T3 culture; T. cruzi beta-gal in NIH3T3, GalScreen luminescence, 90 h; inhibition, % at 8.34 µM; actives 5.9% (n = 77,000);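 active = mean inhibition above about 93%, with at least 55% of replicates each passing it, limit read from the data, passing the limit was not always enough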
KDM4C inh: KDM4C (human) demethylase inhibition; GST-KDM4C 2-372, H3K9me3 peptide, LANCE TR-FRET; Q9H3R0; inhibition, % at 12.5 µM; actives 0.15% (n = 96,000);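 active = mean replicate inhibition above about 25%, with at least 55% of replicates also reaching it, limit read from the data, passing the limit was not always enough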
Target sequence (Q9H3R0 2-372 limits assumed): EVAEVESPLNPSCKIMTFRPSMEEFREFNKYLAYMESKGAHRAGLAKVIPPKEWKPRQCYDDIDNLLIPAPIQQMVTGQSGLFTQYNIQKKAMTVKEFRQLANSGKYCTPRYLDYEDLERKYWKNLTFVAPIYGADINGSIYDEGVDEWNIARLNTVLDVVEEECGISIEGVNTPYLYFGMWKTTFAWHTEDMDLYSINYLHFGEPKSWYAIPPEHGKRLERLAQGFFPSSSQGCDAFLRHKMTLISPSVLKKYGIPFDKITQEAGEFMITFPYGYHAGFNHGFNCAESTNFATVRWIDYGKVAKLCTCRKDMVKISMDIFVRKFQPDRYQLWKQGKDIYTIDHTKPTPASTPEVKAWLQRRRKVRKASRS
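Material: N-terminal GST-fused human GASC-1 (KDM4C) fragment, residues 2-372. Input: 10 nM enzyme. Incubation: enzyme reaction 30 min, then detection 60 min, both room temperature. Doses: one test concentration per compound. Read-out basis: inhibition from TR-FRET ratio decrease. Detection: LANCE TR-FRET, excitation 340 nm, emissions 618 and 671 nm.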
C diff growth: C. difficile growth inhibition; growth activity, negative = inhibition, % at 16 µg/mL (by protocol); Clostridium difficile clinical isolate growth, OD600, 24 h; active compounds read low; actives 0.25% (n = 86,000); AID 1259249;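 active = mean growth activity at or below -80% and every replicate also at or below -80%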;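 note: 0% = DMSO wells and -100% = levofloxacin 16 µg/mL wells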
Numbers without * were called inactive.

Results for C[C@@H]1CN([C@H](C)CO)C(=O)Cc2cc(NC(=O)Nc3ccc4c(c3)OCO4)ccc2O[C@H]1CN(C)Cc1ccccc1 ?
Pf Dd2 inh: 13.8; T cruzi growth: 42.9; KDM4C inh: -0.2; C diff growth: -22.3

What do the screens show for `COCC(=O)Nc1ccc2c(c1)OC[C@@H](C)N(Cc1cncnc1)C[C@@H](C)[C@@H](OC)CN(C)C2=O`?
T cruzi growth: 11.7; KDM4C inh: 0.5

What do the screens show for `C[C@H]1CN([C@@H](C)CO)C(=O)c2cccc(NS(=O)(=O)c3ccc(Cl)cc3)c2O[C@H]1CN(C)S(=O)(=O)c1ccc(Cl)cc1`?
Pf Dd2 inh: -17.2; T cruzi growth: -6.4; KDM4C inh: 2.2; C diff growth: 69.8

How did CCC(=O)N1[C@@H](CO)[C@@H]2c3ccccc3N(C(=O)c3ccccc3F)C[C@@H]21 do in these assays?
Pf Dd2 inh: -12.3; T cruzi growth: 6.7; KDM4C inh: -0.5; C diff growth: -2.8

Results for COc1ccc2c3c(n(C)c2c1)[C@@H](CO)N(C(=O)C1CCOCC1)CC31CCN(C)CC1 ?
Pf Dd2 inh: 24.1; KDM4C inh: 0.1; C diff growth: -1.3

Results for O=C(N[C@@H]1CC[C@@H](CCn2cc(-c3ccccc3F)nn2)O[C@@H]1CO)c1ccc2c(c1)OCO2 ?
Pf Dd2 inh: -45.6; T cruzi growth: -34.3; KDM4C inh: -2.4

Results for C[C@@H]1CCCCO[C@H](CN(C)Cc2ccccc2)[C@H](C)CN([C@@H](C)CO)C(=O)c2cc(NS(=O)(=O)c3cn(C)cn3)ccc2O1 ?
Pf Dd2 inh: 1.9; T cruzi growth: -18.7; KDM4C inh: 0.4

What do the screens show for `O=C(C[C@@H]1CC[C@@H]2[C@H](COC[C@H](O)CN2C(=O)c2ccccc2)O1)NCc1cccc(F)c1`?
Pf Dd2 inh: 1.7; T cruzi growth: -9.0; KDM4C inh: 0.4

Results for C[C@H]1CN([C@@H](C)CO)S(=O)(=O)c2ccc(C#CC3CCCC3)cc2O[C@H]1CN(C)Cc1ccccc1C(=O)O ?
Pf Dd2 inh: 53.8; KDM4C inh: 0.7; C diff growth: -1.3

Results for COc1ccc(NC(=O)Nc2ccc3c(c2)C(=O)N([C@H](C)CO)C[C@@H](C)[C@H](CN(C)S(=O)(=O)c2ccc(OC)cc2)O3)cc1 ?
Pf Dd2 inh: -3.0; T cruzi growth: -0.4; KDM4C inh: -1.9; C diff growth: 4.9

How did O=C(Cc1ccccn1)NCC[C@H]1CC[C@H](NC(=O)Nc2ccc(F)cc2)[C@@H](CO)O1 do in these assays?
Pf Dd2 inh: 9.6; T cruzi growth: 10.8; KDM4C inh: -0.4; C diff growth: 8.4

What do the screens show for `COc1ccccc1-c1ccc([C@@H]2[C@H](C#N)N[C@@H]2CO)cc1`?
Pf Dd2 inh: -54.1; T cruzi growth: 60.7; KDM4C inh: -1.3; C diff growth: 27.7

Results for COc1ccc(S(=O)(=O)N(C)C[C@@H]2Oc3ccc(NS(=O)(=O)c4cccs4)cc3CC(=O)N([C@@H](C)CO)C[C@H]2C)cc1 ?
Pf Dd2 inh: 4.5; T cruzi growth: 5.3; KDM4C inh: 1.7; C diff growth: -5.1

Results for C[C@@H]1CN([C@@H](C)CO)C(=O)Cc2cc(NS(=O)(=O)c3cn(C)cn3)ccc2O[C@@H]1CN(C)CC1CCCCC1 ?
Pf Dd2 inh: -15.3; T cruzi growth: 69.3; KDM4C inh: -0.9; C diff growth: -8.6

How did CCC(=O)N(C)C[C@@H]1Oc2cc(C3=CCCCC3)ccc2S(=O)(=O)N([C@H](C)CO)C[C@@H]1C do in these assays?
Pf Dd2 inh: -18.9; T cruzi growth: 65.4; KDM4C inh: -1.7

Results for C[C@@H]1CN([C@H](C)CO)C(=O)c2cccc(NS(C)(=O)=O)c2O[C@@H]1CN(C)Cc1ccccc1 ?
Pf Dd2 inh: 21.6; T cruzi growth: 35.5; KDM4C inh: 0.1; C diff growth: -3.0

How did O=C(Nc1ccc(C(F)(F)F)cc1)N[C@@H]1C=C[C@H](CC(=O)N2CCCCC2)O[C@H]1CO do in these assays?
Pf Dd2 inh: -18.9; T cruzi growth: 25.9; KDM4C inh: -0.7

Results for C[C@@H]1CN([C@@H](C)CO)C(=O)c2cccc(NC(=O)Nc3ccc(C(F)(F)F)cc3)c2O[C@@H]1CN(C)C(=O)NC1CCCCC1 ?
Pf Dd2 inh: -47.1; T cruzi growth: 75.2; KDM4C inh: 1.7; C diff growth: 30.9

How did COc1ccc(S(=O)(=O)Nc2ccc3c(c2)C(=O)N([C@@H](C)CO)C[C@H](C)[C@H](CN(C)S(=O)(=O)c2ccc(OC)cc2)O3)cc1 do in these assays?
Pf Dd2 inh: -31.4; T cruzi growth: 12.9; KDM4C inh: 4.4; C diff growth: 10.5

What do the screens show for `C/C=C/c1ccc([C@H]2[C@@H](CO)N3C(=O)CN(S(=O)(=O)c4ccccc4)C[C@@H]23)cc1`?
Pf Dd2 inh: 5.7; KDM4C inh: 0.6; C diff growth: 14.5

What do the screens show for `C[C@@H]1CN([C@@H](C)CO)C(=O)c2cc(NC(=O)Cn3cnnn3)ccc2O[C@@H]1CN(C)S(=O)(=O)c1ccccc1`?
Pf Dd2 inh: 0.4; T cruzi growth: 16.5; KDM4C inh: 23.5; C diff growth: -7.5

How did OC[C@H]1[C@@H](c2ccccc2)C2(CN(Cc3nccs3)C2)N1CC1CCOCC1 do in these assays?
Pf Dd2 inh: 7.7; KDM4C inh: -1.3; C diff growth: -1.3

What do the screens show for `CNC[C@@H]1Oc2c(NS(=O)(=O)c3cccs3)cccc2C(=O)N([C@H](C)CO)C[C@@H]1C`?
Pf Dd2 inh: 34.6; T cruzi growth: 10.6; KDM4C inh: -1.0; C diff growth: -6.1

Results for CCC(=O)N1CCCCN2[C@H](C1)[C@@H](c1ccc(C#CCOC)cc1)[C@@H]2CO ?
Pf Dd2 inh: 19.9; T cruzi growth: 14.0; KDM4C inh: 0.8; C diff growth: -4.7

7 structures out of the list, sorted by SMILES length, falling.
How did COc1ccc(S(=O)(=O)Nc2ccc3c(c2)C(=O)N([C@@H](C)CO)C[C@H](C)[C@H](CN(C)S(=O)(=O)c2ccc(OC)cc2)O3)cc1 do in these assays?
Pf Dd2 inh: -31.4; T cruzi growth: 12.9; KDM4C inh: 4.4; C diff growth: 10.5

Results for COc1ccc(S(=O)(=O)N(C)C[C@@H]2Oc3ccc(NS(=O)(=O)c4cccs4)cc3CC(=O)N([C@@H](C)CO)C[C@H]2C)cc1 ?
Pf Dd2 inh: 4.5; T cruzi growth: 5.3; KDM4C inh: 1.7; C diff growth: -5.1

What do the screens show for `C[C@@H]1CN([C@@H](C)CO)C(=O)c2cc(NC(=O)Cn3cnnn3)ccc2O[C@@H]1CN(C)S(=O)(=O)c1ccccc1`?
Pf Dd2 inh: 0.4; T cruzi growth: 16.5; KDM4C inh: 23.5; C diff growth: -7.5

Results for C[C@@H]1CN([C@@H](C)CO)C(=O)Cc2cc(NS(=O)(=O)c3cn(C)cn3)ccc2O[C@@H]1CN(C)CC1CCCCC1 ?
Pf Dd2 inh: -15.3; T cruzi growth: 69.3; KDM4C inh: -0.9; C diff growth: -8.6

What do the screens show for `C/C=C/c1ccc([C@H]2[C@@H](CO)N3C(=O)CN(S(=O)(=O)c4ccccc4)C[C@@H]23)cc1`?
Pf Dd2 inh: 5.7; KDM4C inh: 0.6; C diff growth: 14.5

How did O=C(Nc1ccc(C(F)(F)F)cc1)N[C@@H]1C=C[C@H](CC(=O)N2CCCCC2)O[C@H]1CO do in these assays?
Pf Dd2 inh: -18.9; T cruzi growth: 25.9; KDM4C inh: -0.7

How did OC[C@H]1[C@@H](c2ccccc2)C2(CN(Cc3nccs3)C2)N1CC1CCOCC1 do in these assays?
Pf Dd2 inh: 7.7; KDM4C inh: -1.3; C diff growth: -1.3

Carrying on:
What do the screens show for `O=C(C[C@@H]1C=C[C@H](NC(=O)C2CCOCC2)[C@H](CO)O1)NCC1CCCCC1`?
KDM4C inh: 1.0; C diff growth: -1.1

How did CCC(=O)N1[C@H](CNC(=O)COC)[C@@H](c2ccc(-c3ccccc3)cc2)[C@@H]1CO do in these assays?
Pf Dd2 inh: 10.6; T cruzi growth: 54.8; KDM4C inh: -1.7; C diff growth: -9.1

How did COc1ccccc1NC(=O)N[C@@H]1CC[C@@H](CC(=O)N[C@@H](C)c2ccccc2)O[C@@H]1CO do in these assays?
Pf Dd2 inh: 4.2; T cruzi growth: 1.2; KDM4C inh: 1.5

What do the screens show for `C[C@@H]1CN([C@H](C)CO)C(=O)Cc2cc(NC(=O)CCCCCC(=O)Nc3ccccc3N)ccc2O[C@@H]1CN(C)C(=O)Nc1ccc(F)cc1`?
Pf Dd2 inh: -11.6; T cruzi growth: -28.2; KDM4C inh: 0.6; C diff growth: 3.3

Results for N#C[C@@H]1[C@H](c2ccccc2-c2ccccc2F)[C@H](CO)N1C(=O)c1cccc(F)c1 ?
Pf Dd2 inh: -36.5; KDM4C inh: -1.7; C diff growth: -15.3

How did CN(C)C(=O)c1ccc(-c2ccc([C@H]3[C@H](CO)N4CCCCN(C(=O)C5CCCC5)C[C@@H]34)cc2)cc1 do in these assays?
Pf Dd2 inh: 16.0; T cruzi growth: 79.5; C diff growth: -11.8

What do the screens show for `O=C(CN1CCOCC1)N[C@@H]1CC[C@@H](CCn2cc(C3CC3)nn2)O[C@@H]1CO`?
Pf Dd2 inh: 5.7; KDM4C inh: 0.6; C diff growth: 3.0

How did CC(C)C#Cc1ccc2c(c1)O[C@H](CN(C)Cc1cccnc1)[C@H](C)CN([C@H](C)CO)S2(=O)=O do in these assays?
Pf Dd2 inh: -19.7; T cruzi growth: 78.0; KDM4C inh: 2.0; C diff growth: -4.2

What do the screens show for `O=C(NCC(F)(F)F)[C@@H]1[C@@H](CO)[C@@H]2Cn3c(cccc3=O)[C@@H]2N1C(=O)C1CCC1`?
Pf Dd2 inh: -5.7; T cruzi growth: 42.4; KDM4C inh: -1.3; C diff growth: 3.7

How did Cc1ccccc1S(=O)(=O)N1CC[C@@H]2[C@H]1c1cc(C#Cc3ccccc3)ccc1N[C@@H]2CO do in these assays?
Pf Dd2 inh: -31.3; T cruzi growth: 15.0; KDM4C inh: -1.3; C diff growth: 1.6

Results for C[C@@H]1CN([C@H](C)CO)C(=O)c2cccc(NC(=O)c3cnccn3)c2O[C@H]1CN(C)Cc1ccncc1 ?
Pf Dd2 inh: 3.2; T cruzi growth: 0.2; KDM4C inh: -0.9; C diff growth: -3.0

What do the screens show for `COc1ccc(S(=O)(=O)Nc2ccc3c(c2)CC(=O)N([C@@H](C)CO)C[C@@H](C)[C@H](CN(C)S(=O)(=O)c2ccc(C)cc2)O3)cc1`?
Pf Dd2 inh: -51.6; T cruzi growth: -13.3; KDM4C inh: -2.4; C diff growth: -7.3

How did O=S(=O)(c1ccccc1)N1C[C@@H]2[C@H](c3ccccc31)[C@H](CO)N2Cc1ccc2c(c1)OCO2 do in these assays?
Pf Dd2 inh: -31.9; T cruzi growth: 110.5*; KDM4C inh: -5.5; C diff growth: 1.2

How did O=C(C[C@H]1CC[C@@H]2[C@H](COC[C@H](O)CN2S(=O)(=O)c2cccc(F)c2)O1)Nc1ccc(-c2ccccc2)cc1 do in these assays?
Pf Dd2 inh: -27.1; T cruzi growth: 101.2*; KDM4C inh: -0.1; C diff growth: 9.2

Results for Cc1noc(C)c1S(=O)(=O)Nc1ccc2c(c1)C(=O)N([C@@H](C)CO)C[C@@H](C)[C@@H](CN(C)Cc1ccncc1)OCCCC[C@@H](C)O2 ?
Pf Dd2 inh: -11.8; T cruzi growth: 65.8; KDM4C inh: -0.7; C diff growth: -3.0

How did C[C@@H]1CN([C@H](C)CO)C(=O)c2cc(NC(=O)c3ccccc3)ccc2O[C@@H](C)CCCCO[C@H]1CN(C)C(=O)c1ccncc1 do in these assays?
Pf Dd2 inh: -19.7; T cruzi growth: -20.8; KDM4C inh: 0.1; C diff growth: 4.1

How did C[C@@H]1CN([C@@H](C)CO)C(=O)c2cc(NC(=O)Cn3cnnn3)ccc2O[C@H]1CN(C)C(=O)Nc1ccc(C(F)(F)F)cc1 do in these assays?
Pf Dd2 inh: 38.5; T cruzi growth: -81.1; KDM4C inh: -2.8; C diff growth: -6.4

What do the screens show for `O=C(Cc1ccccn1)NCC[C@@H]1CC[C@H](NC(=O)Nc2ccccc2)[C@H](CO)O1`?
Pf Dd2 inh: -27.6; T cruzi growth: -19.6; KDM4C inh: 2.7; C diff growth: -0.4

Results for C[C@@H]1CN([C@@H](C)CO)C(=O)c2cc(NC(=O)CCN3CCOCC3)ccc2O[C@H]1CN(C)S(=O)(=O)c1ccc(Cl)cc1 ?
Pf Dd2 inh: -15.1; T cruzi growth: 15.8; KDM4C inh: -1.3; C diff growth: 0.4

What do the screens show for `COc1ccc(S(=O)(=O)Nc2ccc3c(c2)C(=O)N([C@H](C)CO)C[C@H](C)[C@H](CN(C)S(=O)(=O)c2ccccc2)OCCCC[C@H](C)O3)cc1`?
Pf Dd2 inh: -32.0; KDM4C inh: -0.7; C diff growth: -10.1

Results for O=C(Nc1ccccc1F)N[C@@H]1CC[C@@H](CCNC(=O)C2CCC2)O[C@@H]1CO ?
Pf Dd2 inh: -3.5; KDM4C inh: -1.2; C diff growth: 1.5

Rows were taken by chance; any-hit rate near 6.7%.
